Screens from PubChem BioAssay.
DAX1 inh-1: blocks DAX1 repression of SF-1 activated StAR promoter | HEK293T StAR-luciferase reporter, SF-1/DAX-1 repression relief | inhibition, % at 6.8 µM | 370,000 tested, 1.1% active | AID 652010;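 active means inhibition above the mean over all tested compounds plus 3 SD, cut at about 3.6% in these data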;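 further: 0% = DAX-1 cells with DMSO and 100% = cells lacking DAX-1 with DMSO; higher inhibition means more luminescence from relief of DAX-1 repression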
hgDAF12 agonist: agonists of H. glycines DAF-12 nuclear receptor; HEK293 GAL4-hgDAF12 UAS-luciferase reporter, agonist luminescence; normalized to butyrate control; activation, % at 6.8 µM; 370,000 tested, 1.8% active; AID 687014;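 active means activation above a cutoff set at the mean of all screened compounds plus 3 SD, cut at about 10% in these data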;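 further: 0% = DMSO wells and 100% = sodium butyrate wells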
sPLA2-III inh: Inhibits HGIII-sPLA2 liposome hydrolysis, primary screen | inhibition, % at 12.2 µM | AID 743126 | 370,000 tested, 0.56% active | Q9NZ20 | QFRET BODIPY PC-A2 liposome hydrolysis, fluorescence;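 active means inhibition above mean plus 3 SD of compounds lying within the high and low control bounds, cut at about 19% in these data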;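 further: 0% = median of test compound wells and 100% = no enzyme DMSO wells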
Target sequence (Q9NZ20 whole entry, looked up): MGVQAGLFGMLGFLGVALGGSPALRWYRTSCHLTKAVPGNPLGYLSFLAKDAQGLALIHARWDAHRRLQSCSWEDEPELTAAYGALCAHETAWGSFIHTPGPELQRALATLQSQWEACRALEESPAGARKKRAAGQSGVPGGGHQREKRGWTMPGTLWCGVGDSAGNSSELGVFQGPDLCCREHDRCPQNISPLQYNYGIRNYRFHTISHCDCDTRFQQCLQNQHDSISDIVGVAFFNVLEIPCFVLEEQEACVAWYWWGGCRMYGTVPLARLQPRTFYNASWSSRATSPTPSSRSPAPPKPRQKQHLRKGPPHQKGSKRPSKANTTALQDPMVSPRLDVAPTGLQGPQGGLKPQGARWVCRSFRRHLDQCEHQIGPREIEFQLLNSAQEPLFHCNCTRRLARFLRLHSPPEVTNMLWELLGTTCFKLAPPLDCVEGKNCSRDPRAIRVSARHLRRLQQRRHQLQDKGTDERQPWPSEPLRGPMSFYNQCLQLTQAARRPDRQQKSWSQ
DAX1 inh-2: NR0B1 (DAX1) inhibition. HEK293 Gal4-DAX1 luciferase reporter, luminescence. P51843. inhibition, % at 6.75 µM. AID 504766. 340,000 tested, 0.99% active;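 active means inhibition above the mean over all tested compounds plus 3 SD, cut at about 4.2% in these data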;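 further: 0% = DAX1-transfected cells with DMSO and 100% = empty-vector control cells with DMSO; inhibition shows as a rise in luminescence from relieved DAX1 repression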
ssDAF12 agonist: activates DAF-12 receptor from parasite S. stercoralis; HEK293 ssDAF-12/GRIP1 lit1-tk-luc reporter, luminescence; % of 3 µM dafachronic acid response; activation, % at 6.8 µM; 370,000 tested, 1% active; AID 652126;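 active means activation above the mean over all tested compounds plus 3 SD, cut at about 0.9% in these data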;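 further: 0% = DMSO-only wells and 100% = 3 µM delta7-dafachronic acid wells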
PG9 binder: PG9 antibody binding by small molecule; TR-FRET gp120-PG9 antibody binding; inhibition, % at 6.7 µM; 360,000 tested, 0.43% active; AID 624416; in the data active means inhibition above about 8.5%
NR1D1 modulator: Rev-erb alpha (human) modulation; 370,000 tested, 0.79% active; Rev-erbα–FITC-DNA binding, fluorescence polarization, 90 min; AID 1259318; activity, % at 10 µM;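 active means activity above about 14%, limit read from the data; passing the limit was not always enough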;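 further: 0% = DMSO wells with 35 nM protein and 100% = DMSO wells with 750 nM protein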
Target sequence (P20393 whole entry, looked up): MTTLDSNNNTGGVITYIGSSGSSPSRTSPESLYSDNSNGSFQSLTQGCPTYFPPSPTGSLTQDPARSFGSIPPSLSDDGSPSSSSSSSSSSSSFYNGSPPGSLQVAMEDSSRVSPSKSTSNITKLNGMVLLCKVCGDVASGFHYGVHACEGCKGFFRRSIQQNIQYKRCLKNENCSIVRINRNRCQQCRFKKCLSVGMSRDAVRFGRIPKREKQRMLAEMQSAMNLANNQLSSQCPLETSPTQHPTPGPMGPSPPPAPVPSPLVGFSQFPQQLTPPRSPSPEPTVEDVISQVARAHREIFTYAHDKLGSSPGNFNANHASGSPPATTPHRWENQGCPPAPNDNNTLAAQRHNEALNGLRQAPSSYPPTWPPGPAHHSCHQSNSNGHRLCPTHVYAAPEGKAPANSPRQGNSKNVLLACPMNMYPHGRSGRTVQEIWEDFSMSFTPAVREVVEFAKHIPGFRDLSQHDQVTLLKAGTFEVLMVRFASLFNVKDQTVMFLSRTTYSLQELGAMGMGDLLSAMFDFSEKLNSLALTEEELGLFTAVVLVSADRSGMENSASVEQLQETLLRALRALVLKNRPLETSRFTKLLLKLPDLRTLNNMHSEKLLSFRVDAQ
hcDAF-12 act: H. contortus DAF-12 activation, primary screen | HEK293 hcDAF-12 lit1-tk-luc reporter, luminescence; 0% DMSO, 100% Δ7-dafachronic acid | activation, % at 6.8 µM | 370,000 tested, 1.4% active | AID 652067;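 active means activation above the mean of all tested compounds plus 3 SD, cut at about 5.5% in these data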;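 further: 100% = response to 3 µM Δ7-dafachronic acid high control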
PLC-beta3 inh: inhibitors of human phospholipase C beta3; Q01970; inhibition, % at 12.2 µM; Purified PLC-beta3, fluorogenic substrate, fluorescence; 370,000 tested, 0.18% active; in the data active means inhibition above about 11%;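 further: 0% = median of compound wells on plate and 100% = full blocker control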
FXN GAA850 act: frataxin GAA850 promoter activation; HEK293 lucGAA850 FXN promoter luciferase reporter, 24 h; percent of 10 µM SAHA response; activation, % at 6 µM; 360,000 tested, 0.56% active; AID 540364;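 active means activation above the average of all compounds screened plus 3 SD, cutoff fixed separately per campaign, cut at about 7.5% in these data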;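 further: 0% = DMSO wells and 100% = 10 µM SAHA wells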
SMARCA2 act: SMARCA2 function activation, primary screen. MG213 cells, MMTV-luciferase reporter, dexamethasone, overnight. activation, % at 9.1 µM. 370,000 tested, 1% active; in the data active means activation above about 7.8%;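 further: 0% = vehicle wells and 100% = reference activator wells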
* hit, by the source's call; . = no result given. Not a hit list, and some 7% of all compounds hit somewhere here.

SMILES	DAX1 inh-1	hgDAF12 agonist	sPLA2-III inh	DAX1 inh-2	ssDAF12 agonist	PG9 binder	NR1D1 modulator	hcDAF-12 act	PLC-beta3 inh	FXN GAA850 act	SMARCA2 act
O=c1[nH]c(C2CCN(S(=O)(=O)c3ccc4c(c3)OCCO4)CC2)nc2c1nnn2Cc1ccc(F)cc1	-0.9	-4.8	-29	-2.1	-1.5	0.1	4	-0.5	-6	0.1	-4
O=C1CNC(=S)N1CCCn1ccnc1	0.6	-1.9	-2	-1.2	-0.2	1.0	5	-0.9	-10	-0.9	-2
COc1ccc(CCC(=O)Nc2c(C)n(C)n(-c3ccccc3)c2=O)cc1	-0.6	-3.8	-5	-0.4	-1.7	-0.3	10	-0.4	-6	1.6	-1
CN(C)/C(CN1CCN(C=O)CC1)=C1\N=C(c2ccccc2)OC1=O	-1.4	-0.3	2	-1.6	-2.3	-0.6	-3	-2.6	-10	1.5	-3
COCCn1c(SCC(=O)Nc2cc(Cl)ccc2OC)nc2c(c1=O)SC(C)C2 (stereo not drawn)	-0.6	-2.7	0	-0.6	-1.7	0.8	-5	-0.2	1	-2.5	0
COc1cc(Br)c(C2C(C#N)=C(N)Oc3n[nH]c(-c4cccnc4)c32)cc1OC (stereo not drawn)	-0.3	-1.8	-3	1.1	-1.6	-1.5	-10	-0.6	-3	2.5	-1
CC(C)c1nnc(NC(=O)CCCC(=O)O)s1	-0.1	-0.4	1	0.2	-0.9	1.1	1	-0.2	6	0.6	0
CCN(CC)S(=O)(=O)c1cc(C(=O)Nc2cccnc2Cl)ccc1Cl	-0.9	2.4	-3	-3.6	-1.4	-2.4	-2	-1.2	0	1.0	0
Cc1cc(C)cc(NC(=O)Cn2nnc3ccccc3c2=O)c1	-0.4	-0.8	1	1.9	0.1	0.9	-5	0.0	3	2.2	2
O=C(COC(=O)c1ccccc1SCC(=O)N1CCCC1)NC1CCS(=O)(=O)C1 (stereo not drawn)	0.5	0.2	3	0.0	-0.4	-1.1	3	3.2	0	1.0	5
CCOC(=O)N1CCN(CC(O)COc2cc(C)cc(C)c2)CC1 (stereo not drawn)	-0.2	0.6	8	-1.4	-1.1	-0.6	-1	-0.2	-5	3.7	-3
CCCCSc1nc(C(=O)O)cc(=O)[nH]1	0.4	0.8	6	1.4	-1.6	-1.4	5	-0.4	-6	-1.0	-1
COCc1c(C(=O)OC/C(O)=C(\C#N)c2nc3ccccc3[nH]2)oc2ccccc12	0.0	3.1	-3	.	-0.6	0.4	4	1.6	-20	1.2	-1
CNC(=O)c1cc(C(=O)c2ccc(C(F)(F)F)cc2)c[nH]1	0.9	0.6	5	1.9	-1.1	-0.9	5	0.4	-7	2.6	0
CC(C)NC(=O)c1ccc(COc2cc(Cl)ccc2Cl)o1	-0.3	-0.2	-3	0.5	-1.7	1.6	2	-3.4	-3	0.2	-2
CCN1CCN(S(=O)(=O)c2ccc(S(=O)(=O)N(CC)Cc3ccccc3)cc2)CC1	0.4	2.4	-15	-0.1	-1.2	-2.5	1	-0.2	-1	-2.1	3
Cc1cc(C(=O)N2CCCC(N3CCN(c4ccccc4C)CC3)C2)nc(C)n1 (stereo not drawn)	-0.1	-1.3	0	0.4	-0.6	-0.6	-3	0.8	-6	2.5	-1
CCn1ncc(Br)c1C(=O)Nc1ccc(Cl)cn1	0.0	2.3	0	-1.2	-0.9	-1.0	3	-1.1	1	0.5	-4
O=C(O)C1=NN(c2ccccc2)C(=O)C1	0.6	1.7	1	0.1	-1.8	-1.0	-2	0.3	-8	1.9	1
CC1(C)Cc2c(sc3nc(C4CC4)n(N)c(=O)c23)CO1	0.2	-0.7	4	7.6*	-1.9	-0.8	2	-1.6	-3	1.7	1
COC(=O)c1ccccc1-c1ccc(/C=N/NC(=O)c2cc3ccccc3o2)o1	-1.4	3.2	-20	-2.1	-2.0	-2.0	0	-1.1	-417	-2.0	2
CC(C)[C@H](NC(=O)c1cc2cc(Cl)ccc2n1C)C(=O)N1CCC(C(=O)O)CC1	-0.3	-0.6	6	2.6	-1.7	-1.4	-4	0.7	-1	-0.4	0
Cc1ccc(S(=O)(=O)N2CCOCC2)cc1NC(=O)CSc1nnc(NC2CC2)s1	-1.1	1.5	3	0.3	-1.5	1.4	-6	-0.9	-5	0.6	-3
COc1ccc(C(=O)Nc2cc3c(cc2N2CCCCC2)n(C)c(=O)n3C)cc1OC	-0.1	-4.8	0	-0.7	-1.2	-1.2	-5	-3.6	-84	2.4	0
Cc1ccc2oc(=O)c3cc(C(=O)NCCN4CCN(C)CC4)sc3c2c1	0.3	-1.0	9	3.1	-1.3	-2.0	0	-2.5	-9	-0.6	-2
COc1ccc(NC(=O)CSc2nc(C)cs2)c([N+](=O)[O-])c1	-0.8	2.3	14	2.1	-0.3	-1.6	7	0.1	-4	1.6	0
CCCCN(CC)CCCNC(=S)Nc1ccc2nc3n(c(=O)c2c1)CCCCC3	0.6	-3.0	8	-0.6	-0.7	-0.6	1	-0.9	-5	0.2	-3
S=c1[nH]nc(C2CC2)n1Cc1ccccc1	0.4	2.3	5	0.1	-1.0	-0.1	2	-0.8	4	0.9	3
CCSc1nnc(NC(=O)CN2C(=O)C3CC=CCC3C2=O)s1 (stereo not drawn)	0.2	4.3	9	1.6	-1.3	3.0	1	-0.1	-3	1.5	-2
CC1(C)CC[C@]2(C(=O)O[C@@H]3OC(CO)[C@@H](O)[C@H](O)[C@H]3O)CC[C@]3(C)C(=CCC4[C@@]5(C)CC[C@H](O[C@@H]6OC(C(=O)O)[C@@H](O)[C@H](O)[C@H]6O)C(C)(C)C5CC[C@]43C)[C@@H]2C1 (stereo partly drawn)	-0.1	2.0	-7	-2.1	-1.1	1.9	-3	-0.7	-4	1.2	-4
CCCCOc1ccc(C(=O)NCC(=O)NC2CCN(Cc3ccccc3)CC2)cc1	-1.9	0.7	-9	-0.5	-0.8	-1.1	-3	-0.6	-3	1.2	-2
Cc1nc(COC(=O)c2c(C)nn(-c3ccccc3)c2C)cs1	1.1	1.6	7	-0.1	-1.3	-1.1	-4	-0.8	9	6.0	9.1*
CC[C@]12c3[nH]c4ccc(Cl)cc4c3CCN1C(=O)[C@@H](CC(=O)NCCN1CCOCC1)C[C@@H]2C(=O)N1CCN(C(=O)C2CC2)CC1	-0.4	1.5	15	-1.5	-1.2	0.2	0	-0.6	-1	-1.6	-2
CC(C)(C)OC(=O)N[C@@H](COCc1ccccc1)C(=O)N[C@@H](CO)[C@H](O)[C@@H]1C[C@@H]1C(=O)NC1CC1	0.2	-1.9	-2	1.0	-1.0	-9.2	-4	-0.9	1	1.5	-1
CCOC(=O)CC(=O)CSc1ncnc2c1oc1ccccc12	-0.2	-0.4	-26	-0.5	-0.6	-16	6	-1.0	-29	2.8	2
CCOC(=O)c1nnsc1NC(C)=O	0.6	-0.4	2	1.4	-1.3	-1.7	-2	0.2	-3	-1.1	-2
COc1ccc(NC(=O)c2sc3nc(C)nc(N4CCOCC4)c3c2C)c(OC)c1	-0.2	-1.1	2	-2.1	-1.0	2.4	-3	-1.6	-6	-1.6	-4
CCC(C)(C)NC(=O)C(c1ccc(OC)cc1)N(C(=O)CCC(=O)Nc1cc(C)on1)C1CC1 (stereo not drawn)	0.0	-2.2	15	-0.5	-1.5	-0.6	-1	-1.8	2	0.6	-4
Cc1sc2ncn(CC(=O)NCCCC(=O)N3CCN(c4ccccn4)CC3)c(=O)c2c1C	-0.6	-3.0	1	0.3	-0.8	0.6	1	-2.5	1	-1.8	-1
CCCCN(C)C(=O)C(Cc1ccccc1)NS(=O)(=O)c1ccc2c(c1)c(=O)n(C)c(=O)n2C (stereo not drawn)	0.6	-0.5	-1	-0.3	-1.3	0.1	1	2.0	5	-2.9	4

Ordered by value in sPLA2-III inh (descending): some entries from above.
Compound | sPLA2-III inh
CC[C@]12c3[nH]c4ccc(Cl)cc4c3CCN1C(=O)[C@@H](CC(=O)NCCN1CCOCC1)C[C@@H]2C(=O)N1CCN(C(=O)C2CC2)CC1 | 15
CC(C)[C@H](NC(=O)c1cc2cc(Cl)ccc2n1C)C(=O)N1CCC(C(=O)O)CC1 | 6
COc1ccc(C(=O)Nc2cc3c(cc2N2CCCCC2)n(C)c(=O)n3C)cc1OC | 0
CCOC(=O)CC(=O)CSc1ncnc2c1oc1ccccc12 | -26

Further compounds:
SMILES	DAX1 inh-1	hgDAF12 agonist	sPLA2-III inh	DAX1 inh-2	ssDAF12 agonist	PG9 binder	NR1D1 modulator	hcDAF-12 act	PLC-beta3 inh	FXN GAA850 act	SMARCA2 act
COCCN(C(=O)COC(=O)c1ccc2c(c1)OCCO2)c1c(N)n(Cc2ccccc2)c(=O)[nH]c1=O	0.4	0.9	1	-0.3	-0.8	-1.4	3	-2.2	-6	-1.6	0
CCc1c(C)sc(NC(=O)Cc2ccccc2C)c1C(=O)N1CCOCC1	0.0	1.2	8	0.5	-0.9	-0.1	-3	-1.6	-3	0.4	-3
Nc1c2c(nc3ccccc13)CCC2	0.9	-1.3	-2	0.3	-1.2	-1.0	1	-2.1	3	-1.9	3
CCOc1ccc(C(=O)NCC(=O)OCCN2C(=O)c3ccccc3C2=O)cc1OCC	0.7	-2.1	-2	-0.1	-0.8	-0.8	-3	-0.7	-1	-0.8	1
CN(C)CCNc1ncnc2c1sc1nc(N3CCCC3)c3c(c12)CC(C)(C)OC3	0.2	1.9	-13	1.3	-1.9	-0.6	-2	-1.1	-212	2.5	4
O=C(COC(=O)CCc1ccccc1)Nc1ncc(Cl)cc1Cl	-0.1	-0.5	-2	0.8	-1.5	0.0	0	-0.2	-2	4.3	0
CCOc1ccc(C(=O)Nc2cccc(-c3nc4ccccc4[nH]3)c2C)cc1[N+](=O)[O-]	-0.2	-0.4	-28	-1.3	-1.4	-0.1	7	-4.7	3	2.5	1
COc1cc2c(=O)n(Cc3ccccc3)c(=O)n(CC(=O)NCc3ccco3)c2cc1OC	-0.3	-1.8	2	-1.1	-1.2	1.3	16	1.8	3	-2.2	0
CCn1cc(C(=O)N2CCCC2)c(=O)c2cc(S(=O)(=O)N3CCOCC3)ccc21	-0.6	5.5	6	1.2	-0.8	-1.7	-1	-1.0	4	-1.7	3
COc1cccc(N(C(=O)Cn2nnc(-c3ccc(Cl)cc3)n2)C(C(=O)NCC2CCCO2)c2ccc(C)cc2)c1 (stereo not drawn)	-0.3	-3.1	-1	0.4	-0.8	-1.7	3	-0.8	1	0.3	2
CCCCCCCCS(=O)C1CS(=O)(=O)CC1O (stereo not drawn)	0.0	0.0	-4	4.7*	-1.8	-0.7	-6	0.0	4	-0.1	-2
OC(c1cccc(OCc2ccccc2)c1)c1nnc(-c2ccccc2)o1 (stereo not drawn)	-0.9	-1.3	-7	-1.2	-1.3	0.7	-3	-1.4	-5	1.8	-2
O=C(CC(c1ccccc1)c1ccccc1)Nc1ncn[nH]1	-0.5	0.1	6	0.2	-1.5	0.6	-4	-1.2	2	0.7	-1
CC(=O)Nc1cccc(-c2nnc3n2CC(C)S3)c1 (stereo not drawn)	0.5	0.1	0	0.2	-1.7	-1.0	1	-1.3	5	-2.0	5
